APJ ag: agonists of human apelin receptor APJ, primary screen, CHO-K1 cells, PathHunter beta-arrestin, luminescence | 0.11% of 330,000 active | activation, % at 20 µM | 0% DMSO wells, 100% apelin;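 active = activation more than six SD over the plate average, tested at 20 µM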;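 note: 0% = DMSO alone and 100% = apelin-13 at 10 nM; some results filed as inactive read as strong as hits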
Target sequence (P35414 whole entry, looked up): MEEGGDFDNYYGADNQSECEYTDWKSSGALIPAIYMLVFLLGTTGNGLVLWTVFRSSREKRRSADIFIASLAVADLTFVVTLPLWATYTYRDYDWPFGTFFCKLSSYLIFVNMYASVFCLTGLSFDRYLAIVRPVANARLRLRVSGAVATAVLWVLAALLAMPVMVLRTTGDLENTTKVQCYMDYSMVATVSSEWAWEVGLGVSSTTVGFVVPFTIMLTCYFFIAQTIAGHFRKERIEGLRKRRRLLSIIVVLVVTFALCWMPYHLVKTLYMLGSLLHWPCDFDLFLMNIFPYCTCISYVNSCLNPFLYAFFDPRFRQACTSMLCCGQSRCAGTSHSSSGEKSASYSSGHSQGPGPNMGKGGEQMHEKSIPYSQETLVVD
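Test system – PathHunter CHO-K1 APJ (AGTRL-1) beta-arrestin reporter cells · Input – 1000 cells/well · Compound – single test compound dose, 20 µM final, 1% DMSO · Times – compound stimulation 90 min at 25 °C, detection 60 min · Technique – beta-gal luminescence · Read-out basis – APJ–arrestin association signal · Control set – negative DMSO alone, positive Apelin-13 at 10 nM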
UPR XBP1 act: activators of adaptive XBP1 UPR arm, primary screen, cell-based, CHO-XBP1 luciferase reporter, luminescence, uHTS | IRE1-XBP1 UPR activation; percent of tunicamycin response, DMSO as zero | activation, % at 20 µM | 0.33% of 330,000 active;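 active = versus positive control, 20 µM dose yields 30% or more activation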;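 note: 100% = tunicamycin at 10 µg/mL and 0% = DMSO only wells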
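Material: CHO-XBP1 cells stably carrying IRE1-XBP1-driven luciferase reporter / Amount: 1000 cells per well / Compound: 20 µM, 1% DMSO / Times: 6 h treatment, 37 °C / Detection: luciferase luminescence / Measure: % activation of reporter signal versus tunicamycin and DMSO controls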
UPR CHOP act: activators of apoptotic CHOP UPR arm, primary screen, cell-based, CHO-CHOP luciferase reporter, luminescence, uHTS | UPR activation; percent of tunicamycin response over DMSO baseline | 0.34% of 330,000 active | activation, % at 10 µM | AID 449763, 2010;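 active = at 10 µM dose, activation of 40% or more, normalized to positive control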;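 note: 100% = tunicamycin at 10 µg/mL and 0% = DMSO alone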
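measured by = luciferase luminescence | assay system = CHO-CHOP cells, stable luciferase reporter of PERK-eIF2a-CHOP signalling | amount = 500 reporter cells seeded per well | timing = 6 h compound exposure at 37 °C after overnight seeding | controls = positive tunicamycin 10 µg/mL, negative DMSO alone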
697 NFkB inh: inhibitors of PMA/ionomycin-induced NF-kB reporter, 697 cells, primary screen, B-cell NF-kB inhibitor project, cell-based, luminescence, uHTS. AID 435022, 2010. 0.33% of 330,000 active. 697 B-cell NF-kB luciferase reporter, 16 h. inhibition, % at 4 µM; in the data active = inhibition above about 35%
Mdm2-MdmX inh: inhibitors of human Mdm2-MdmX association, primary screen, cell-based, luminescence, split luciferase, SaOS-2, uHTS | Protein Mdm4 (Homo sapiens) + E3 ubiquitin-protein ligase Mdm2 (Homo sapiens), … | SaOS-2 split-luciferase Mdm2/MdmX complementation | inhibition, % at 8 µM | 3% of 330,000 active;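 active = inhibition of at least 50% at 8 µM in the primary screen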
tim23-1 inh: growth inhibitors of tim23-1 mutant yeast, primary screen, luminescence, uHTS; inhibition, % at 20 µM; 1.3% of 330,000 active; S. cerevisiae tim23-1 growth, BacTiter-Glo luminescence, 24 h;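 active = growth inhibition of the mutant yeast at or above 50%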;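 note: temperature-sensitive mutant grown at 25 °C; plate controls were DMSO-treated mutant yeast for no effect and medium wells lacking yeast for full effect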
APJ antag: antagonists of human apelin receptor APJ, primary screen, CHO-K1 cells, beta-arrestin complementation, luminescence. inhibition, % at 20 µM. 0.32% of 330,000 active. AID 2521, 2010. P35414;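 active = inhibition above about 40% at 20 µM, limit read from the data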;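 note: cells challenged with 10 nM apelin-13 agonist together with compound; plate controls were apelin-13 plus DMSO wells for no effect and DMSO wells lacking apelin-13 for full effect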
Jurkat NFkB inh: inhibitors of induced NF-kB luciferase reporter, primary screen, TCR NF-kB activation inhibitor project, cell-based, luminescence, uHTS; Jurkat, PMA/ionomycin-induced NF-kB luciferase reporter; inhibition, % at 4 µM; 0.53% of 330,000 active; AID 435003, 2010; in the data active = inhibition above about 50%
Numbers without * were called inactive.

Results for Cc1ccccc1CC(=O)N1CCN(C(=O)c2ccco2)CC1 ?
APJ ag: -5.0; UPR XBP1 act: -5.7; UPR CHOP act: 2.3; 697 NFkB inh: -11.7; Mdm2-MdmX inh: 9.9; tim23-1 inh: -4.5; APJ antag: -7.4; Jurkat NFkB inh: 3.4

Results for COc1cc(C)c(S(=O)(=O)NOCc2ccccc2)c(C)c1C ?
APJ ag: 0.4; UPR XBP1 act: -4.0; UPR CHOP act: 1.6; 697 NFkB inh: -13.4; Mdm2-MdmX inh: -1.7; tim23-1 inh: 35.9; APJ antag: 14.9; Jurkat NFkB inh: -6.3

Results for Cc1nnc(SCC(=O)Nc2ccc3c(c2)OCO3)s1 ?
APJ ag: 0.8; UPR XBP1 act: -2.4; UPR CHOP act: 0.0; 697 NFkB inh: -9.1; Mdm2-MdmX inh: 0.3; tim23-1 inh: -3.4; APJ antag: 5.2; Jurkat NFkB inh: 10.9

What do the screens show for `CCCc1c(C(=O)N/N=C/c2ccc(OCc3ccccc3)c(OC)c2)nnn1-c1nonc1N`?
APJ ag: 15.8; UPR XBP1 act: -6.8; UPR CHOP act: 4.7; 697 NFkB inh: -14.8; Mdm2-MdmX inh: 20.5; tim23-1 inh: -10.8; APJ antag: 1.9; Jurkat NFkB inh: -51.7

What do the screens show for `COc1ccc(NC(=S)N(CCC(C)C)C2CCN(C(C)C)CC2)cc1`?
APJ ag: -4.3; UPR XBP1 act: -2.8; UPR CHOP act: 1.1; 697 NFkB inh: 4.1; Mdm2-MdmX inh: 0.7; tim23-1 inh: -7.5; APJ antag: 13.9; Jurkat NFkB inh: -19.6

What do the screens show for `Fc1ccc(-n2c(Cc3cccs3)n[nH]c2=S)cc1Cl`?
APJ ag: -1.7; UPR XBP1 act: 0.0; UPR CHOP act: 1.4; 697 NFkB inh: -9.3; Mdm2-MdmX inh: 4.1; tim23-1 inh: 10.4; APJ antag: 3.0; Jurkat NFkB inh: -2.4

How did COC(=O)C1=C(C)N(c2ccc(C)cc2)/C(=C/c2ccc(O)cc2)C1=O do in these assays?
APJ ag: -4.8; UPR XBP1 act: -0.9; UPR CHOP act: 1.3; 697 NFkB inh: 31.3; Mdm2-MdmX inh: 7.6; tim23-1 inh: 18.8; APJ antag: 22.2; Jurkat NFkB inh: -2.6

How did CC(=O)Nc1ccc(/C=N/NC(=O)CNC(=O)c2ccccc2)cc1 do in these assays?
APJ ag: -0.5; UPR XBP1 act: -1.8; UPR CHOP act: 0.6; 697 NFkB inh: 0.4; Mdm2-MdmX inh: -1.4; tim23-1 inh: 3.2; APJ antag: -1.8; Jurkat NFkB inh: 9.9

What do the screens show for `C/C(=N/NS(=O)(=O)c1cccc([N+](=O)[O-])c1)c1ccc2c(c1)OCO2`?
APJ ag: 0.4; UPR XBP1 act: -5.1; UPR CHOP act: -2.5; 697 NFkB inh: 16.1; Mdm2-MdmX inh: 12.9; tim23-1 inh: 1.1; APJ antag: -14.4; Jurkat NFkB inh: 4.2

Results for CC(C)CN(C(=O)CCNC(=O)c1ccccc1Cl)C1CCS(=O)(=O)C1 (centres undefined) ?
APJ ag: -0.8; UPR XBP1 act: 0.8; UPR CHOP act: -0.7; 697 NFkB inh: 14.3; Mdm2-MdmX inh: 15.6; tim23-1 inh: -5.7; APJ antag: 0.9; Jurkat NFkB inh: -10.3

How did CCCCCCN1C=C/C(=C\C=C(C#N)C#N)c2ccccc21 do in these assays?
APJ ag: -6.8; UPR XBP1 act: -3.7; UPR CHOP act: -1.5; 697 NFkB inh: -8.4; Mdm2-MdmX inh: 38.9; tim23-1 inh: 47.0; APJ antag: 65.2*; Jurkat NFkB inh: 13.1

How did CCOC(=O)N1CCC(NC(=O)Cn2c3c(c(-c4ccccc4Cl)cc2=O)CCC3)CC1 do in these assays?
APJ ag: -0.9; UPR XBP1 act: -0.7; UPR CHOP act: -0.8; 697 NFkB inh: -11.6; Mdm2-MdmX inh: 33.4; tim23-1 inh: 12.7; APJ antag: -12.7; Jurkat NFkB inh: 8.0

Results for CN(C)S(=O)(=O)c1ccc(NC(=O)COC(=O)Cn2[nH]c(=O)c3ccccc3c2=O)cc1 ?
APJ ag: -2.4; UPR XBP1 act: 2.9; UPR CHOP act: -1.1; 697 NFkB inh: 7.9; Mdm2-MdmX inh: -6.9; tim23-1 inh: 1.6; APJ antag: 1.1; Jurkat NFkB inh: 8.5

How did COc1ccc(N(C(=O)CNC(=O)c2cccs2)C(C(=O)NCC2CCCO2)c2ccccc2)c(OC)c1 (centres undefined) do in these assays?
APJ ag: -4.1; UPR XBP1 act: 1.8; UPR CHOP act: -0.9; 697 NFkB inh: 8.3; Mdm2-MdmX inh: 21.1; tim23-1 inh: 19.7; APJ antag: -0.4; Jurkat NFkB inh: -1.0

Results for CCOc1cc(N(CC)CC)ccc1/C=C(/C#N)c1nc2ccccc2[nH]1 ?
APJ ag: -6.5; UPR XBP1 act: 10.3; UPR CHOP act: 6.1; 697 NFkB inh: -76.5; Mdm2-MdmX inh: 50.6*; tim23-1 inh: -98.6; APJ antag: 21.7; Jurkat NFkB inh: -46.2

Reprinted from the results shown (4 entries):
How did CCOC(=O)N1CCC(NC(=O)Cn2c3c(c(-c4ccccc4Cl)cc2=O)CCC3)CC1 do in these assays?
APJ ag: -0.9; UPR XBP1 act: -0.7; UPR CHOP act: -0.8; 697 NFkB inh: -11.6; Mdm2-MdmX inh: 33.4; tim23-1 inh: 12.7; APJ antag: -12.7; Jurkat NFkB inh: 8.0

Results for CN(C)S(=O)(=O)c1ccc(NC(=O)COC(=O)Cn2[nH]c(=O)c3ccccc3c2=O)cc1 ?
APJ ag: -2.4; UPR XBP1 act: 2.9; UPR CHOP act: -1.1; 697 NFkB inh: 7.9; Mdm2-MdmX inh: -6.9; tim23-1 inh: 1.6; APJ antag: 1.1; Jurkat NFkB inh: 8.5

How did COc1ccc(N(C(=O)CNC(=O)c2cccs2)C(C(=O)NCC2CCCO2)c2ccccc2)c(OC)c1 (centres undefined) do in these assays?
APJ ag: -4.1; UPR XBP1 act: 1.8; UPR CHOP act: -0.9; 697 NFkB inh: 8.3; Mdm2-MdmX inh: 21.1; tim23-1 inh: 19.7; APJ antag: -0.4; Jurkat NFkB inh: -1.0

Results for CCOc1cc(N(CC)CC)ccc1/C=C(/C#N)c1nc2ccccc2[nH]1 ?
APJ ag: -6.5; UPR XBP1 act: 10.3; UPR CHOP act: 6.1; 697 NFkB inh: -76.5; Mdm2-MdmX inh: 50.6*; tim23-1 inh: -98.6; APJ antag: 21.7; Jurkat NFkB inh: -46.2

Carrying on.
Results for C/C(=N\NC(=O)c1ccc(NS(=O)(=O)c2cccs2)cc1)c1ccncc1 ?
APJ ag: -2.8; UPR XBP1 act: -1.0; UPR CHOP act: -3.2; 697 NFkB inh: -0.3; Mdm2-MdmX inh: 5.5; tim23-1 inh: 15.6; APJ antag: -13.0; Jurkat NFkB inh: -16.8

How did O=C(NC1CCCC1)c1ccc(S(=O)(=O)N2CCOCC2)cc1 do in these assays?
APJ ag: -0.7; UPR XBP1 act: -2.5; UPR CHOP act: -1.6; 697 NFkB inh: 8.6; Mdm2-MdmX inh: 6.5; tim23-1 inh: 9.5; APJ antag: 11.8; Jurkat NFkB inh: -5.3

Results for Cc1ccc(S(=O)(=O)NCc2csc(-c3cccs3)n2)cc1 ?
APJ ag: 0.5; UPR XBP1 act: 0.6; UPR CHOP act: 1.1; 697 NFkB inh: -5.6; Mdm2-MdmX inh: -22.9; tim23-1 inh: 58.9*; APJ antag: -8.5; Jurkat NFkB inh: -6.1

What do the screens show for `CC1Cc2ccccc2N1C(=O)COC(=O)c1cccnc1Cl` (centres undefined)?
APJ ag: -3.1; UPR XBP1 act: -0.9; UPR CHOP act: 0.2; 697 NFkB inh: 16.9; Mdm2-MdmX inh: -25.6; tim23-1 inh: 16.2; APJ antag: -16.8; Jurkat NFkB inh: -0.2

Results for Cc1cnc(C(=O)OCC(=O)Nc2ccc(C)c(S(=O)(=O)N3CCCCC3)c2)cn1 ?
APJ ag: -1.2; UPR XBP1 act: 3.0; UPR CHOP act: 1.2; 697 NFkB inh: 4.6; Mdm2-MdmX inh: 0.6; tim23-1 inh: 3.3; APJ antag: -0.3; Jurkat NFkB inh: 12.8

What do the screens show for `CCc1nnc(NC(=O)CSc2nnnn2-c2cccc(C(=O)OC)c2)s1`?
APJ ag: -3.4; UPR XBP1 act: 0.7; UPR CHOP act: -0.3; 697 NFkB inh: 5.5; Mdm2-MdmX inh: 19.5; tim23-1 inh: -0.9; APJ antag: -12.6; Jurkat NFkB inh: 3.5

What do the screens show for `CS(=O)(=O)Nc1ccc(C(=O)NCCC2=CCCCC2)cc1`?
APJ ag: -1.6; UPR XBP1 act: 5.4; UPR CHOP act: 2.7; 697 NFkB inh: -3.6; Mdm2-MdmX inh: -11.9; tim23-1 inh: 3.4; APJ antag: 4.4; Jurkat NFkB inh: -35.6

Results for CCCc1nn(C)c2c1C(c1ccncc1)C(C#N)=C(N)O2 (centres undefined) ?
APJ ag: -2.7; UPR XBP1 act: -2.5; UPR CHOP act: -0.3; 697 NFkB inh: 2.8; Mdm2-MdmX inh: 10.5; tim23-1 inh: 22.2; APJ antag: -0.8; Jurkat NFkB inh: -9.3

What do the screens show for `CC(C)NC(=O)COc1ccccc1C#N`?
APJ ag: -3.9; UPR XBP1 act: -1.8; UPR CHOP act: 0.8; 697 NFkB inh: 5.4; Mdm2-MdmX inh: -7.0; tim23-1 inh: 1.0; APJ antag: -9.1; Jurkat NFkB inh: 0.5

How did Cc1nn(Cc2ccccc2Cl)c(C)c1NC(=O)c1ccn(C)n1 do in these assays?
APJ ag: -1.1; UPR XBP1 act: -0.1; UPR CHOP act: 0.6; 697 NFkB inh: -55.4; Mdm2-MdmX inh: -9.9; tim23-1 inh: 4.3; APJ antag: -1.4; Jurkat NFkB inh: -6.4

How did Cc1nnc(OCc2nc3ccccc3n2C)c2ccccc12 do in these assays?
APJ ag: -0.6; UPR XBP1 act: 3.0; UPR CHOP act: 5.9; 697 NFkB inh: -16.2; Mdm2-MdmX inh: -0.7; tim23-1 inh: 39.1; APJ antag: 11.8; Jurkat NFkB inh: 4.3

What do the screens show for `CC(=O)OCCNC(=O)c1cccnc1`?
APJ ag: -4.6; UPR XBP1 act: -3.8; UPR CHOP act: -2.1; 697 NFkB inh: -1.4; Mdm2-MdmX inh: 4.3; tim23-1 inh: -13.3; APJ antag: -19.0; Jurkat NFkB inh: -0.3

How did COc1cccc(/C=C/C(=O)OCC(=O)N(C)CC(=O)Nc2ccccc2Cl)c1OC do in these assays?
APJ ag: -4.3; UPR XBP1 act: 1.2; UPR CHOP act: -0.2; 697 NFkB inh: 18.6; Mdm2-MdmX inh: 19.4; tim23-1 inh: 25.7; APJ antag: -7.2; Jurkat NFkB inh: -3.6

What do the screens show for `CC(C)NC(=O)C1CCN(C2CCN(C(=O)c3scc4c3CCCC4)CC2)CC1`?
APJ ag: -0.6; UPR XBP1 act: 1.0; UPR CHOP act: -2.3; 697 NFkB inh: 12.7; Mdm2-MdmX inh: 13.6; tim23-1 inh: 12.9; APJ antag: 11.7; Jurkat NFkB inh: 26.4

Source: PubChem
